GLP1R cytotox = cytotoxic in the GLP-1 receptor inverse agonist counter-screen; HEK293 cAMP-luciferase reporter cells, luminescence, 24 h; Potency, µM (doses to about 38.3 µM), for inactives: at the highest dose activity change, negative = inhibition, usual class: inhibitors; 0.13% of 410,000 active; AID 624418;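 note: loss of luciferase light is scored as toxicity; % is set by controls: 0 for no effect and ±100 for the full control effect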
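Step one: seed cells (200 cells/uL, DMEM with 10% Nu serum, 1% pen-strep). Step two: 12-hour incubation at 37 deg C. Step three: pin 23 nL compound, incubate 24 hr. Step four: add luciferase reagent, read luminescence 12 min later.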
GLP-1R agonist = agonists of human GLP-1 receptor; P43220; HEK293 GLP-1R CRE-luciferase, luminescence, 4-6 h; cells express a hypersensitive GLP-1R form; Potency, µM (titrated, usually from 45.6 µM), inactives show top-dose activation, actives largely listed as activators; 0.007% of 380,000 active; AID 624172; note: % of control where 0% means no effect
Target sequence (P43220 whole entry, looked up): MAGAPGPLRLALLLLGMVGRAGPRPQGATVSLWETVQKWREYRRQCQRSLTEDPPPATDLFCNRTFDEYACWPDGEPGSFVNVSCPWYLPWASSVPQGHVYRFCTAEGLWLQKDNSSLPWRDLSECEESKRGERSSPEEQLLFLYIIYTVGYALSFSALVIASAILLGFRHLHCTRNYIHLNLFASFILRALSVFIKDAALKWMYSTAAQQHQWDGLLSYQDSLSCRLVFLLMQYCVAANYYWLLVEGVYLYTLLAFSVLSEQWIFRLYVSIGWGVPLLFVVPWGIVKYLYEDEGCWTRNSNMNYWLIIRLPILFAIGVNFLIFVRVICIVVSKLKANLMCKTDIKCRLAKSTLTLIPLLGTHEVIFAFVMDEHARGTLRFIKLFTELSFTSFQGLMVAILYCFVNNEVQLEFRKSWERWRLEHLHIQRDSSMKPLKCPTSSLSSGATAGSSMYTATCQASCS
HT1080-NT tox = kills 2HG-producing HT-1080-NT fibrosarcoma cells; HT-1080-NT fibrosarcoma viability, CellTiter-Glo ATP luminescence, 48 h; Potency, µM (series often up to 46.1 µM), without a hit: top-dose activity, negative = less viability, most hits filed as cytotoxic; 1.6% of 360,000 active; AID 686970;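 note: NT is the 2HG producing partner of a matched IDH1 knockdown line; 0% = DMSO-treated cells and -100% = media-only wells without cells; nearly all actives have a fitted effect of over 55% in size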
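Viability of the 2HG-overproducing fibrosarcoma line after 48 hours of compound exposure at 37 degrees C was determined by luminescence with CellTiter-Glo, and concentration-effect curves were then fitted and categorized.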
TDP-43 yeast inh = inhibitors of TDP-43 toxicity in yeast; TDP-43 expressing yeast growth rescue, BacTiter-Glo, 24 h; AID 652104; 1.8% of 410,000 active; Potency, µM (titrated, usually from 46.1 µM), inactives show at the highest dose growth rescue (activation), most hits filed as activators; note: % of control where 0% means no effect; nearly all actives have a fitted effect of over 50% in size
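Yeast cells expressing TDP-43 under galactose induction are exposed to compounds for 24 hr at 30 deg C. BacTiter-Glo luminescence measures growth, so protective compounds score as activators.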
SW480 rereplic = induces DNA re-replication in SW480 colon adenocarcinoma cells. SW480 DNA re-replication, Hoechst DNA content imaging, 48 h. Potency, µM (titrated, usually from 46.1 µM), inactives show top-dose re-replication activation, most hits filed as activators. 1.8% of 340,000 active. AID 624297; note: % of control where 0% means no effect; nearly all actives have a fitted effect of over 55% in size
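Hoechst fluorescence of nuclei (405 nm excitation, 500-530 nm emission) measured by plate-scanning imager after 48 hr compound exposure at 37 C; re-replication scored as increased number of nuclei with elevated intensity.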
GLP-1R inv ag = inverse agonists of human GLP-1 receptor. 1.6% of 410,000 active. Potency, µM (doses to about 38.3 µM), for inactives: at the highest dose activity change, negative = inhibition, most hits filed as inhibitors. AID 624417. P43220. HEK293 GLP-1R CRE-luciferase, luminescence, 24 h; GLP-1R form is constitutively active; note: % is set by controls: 0 for no effect and ±100 for the full control effect; nearly all actives have a fitted effect of over 55% in size
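GLP-1R inverse agonism mode: basal reporter luminescence in engineered HEK293 cells measured after one day of compound exposure at 37 deg C, with a 12 min room-temperature detection step.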
KB-3-1 cytotox = KB-3-1 parental cell cytotoxicity | AID 1347075 | Potency, µM (top dose mostly 46.1 µM), without a hit: at the highest dose activity change, negative = cytotoxic, most hits filed as cytotoxic | 1.4% of 400,000 active | KB-3-1 viability, CellTiter-Glo ATP luminescence, 72 h; note: % is set by controls: 0 for no effect and ±100 for the full control effect; nearly all actives have a fitted effect of over 60% in size
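Cytotoxicity in the drug-sensitive parental line KB-3-1 was scored as loss of CellTiter-Glo luminescence following 72 h incubation with compound. Values come from curve fitting of normalized concentration-response data.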
HT1080 IDH1KD tx = kills HT-1080 cells with IDH1 knockdown | HT-1080 IDH1 knockdown viability, ATP luminescence, 48 h | 2% of 360,000 active | Potency, µM (titrated, usually from 46.1 µM), for inactives: at the highest dose activity, negative = toxicity, hits mostly cytotoxic | AID 686971;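 note: 0% = DMSO wells and -100% = cell-free medium wells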
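Knockdown cells (IDH1KD HT-1080) received compounds 2 h after plating at 750 cells/well and were kept 48 h at 37 °C in 5% FBS RPMI. A CellTiter-Glo luminescence read gave % activity for curve fitting.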
KB-V1 cytotox = kills drug-selected multidrug resistant KB-V1 cells. Potency, µM (top dose mostly 46.1 µM), inactives show at the top dose activity change, negative = cytotoxicity, usual class: cytotoxic. KB-V1 MDR cells viability, CellTiter-Glo, 72 h. 3.4% of 400,000 active; note: % is set by controls: 0 for no effect and ±100 for the full control effect; nearly all actives have a fitted effect of over 60% in size
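Drug-selected KB-V1 cells, grown in DMEM lacking phenol red with 10% FBS, receive compound titrations; after three days at 37 degrees C, surviving cell ATP is quantified by CellTiter-Glo luminescence and responses normalized and curve-fitted.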
Starred values were filed as active, the others as inactive; ? = inconclusive; . = not tested or not shown; [ ] = another dose, or the depositor's remark. Calls come from the whole dose curve; as a rule, active = well fitted curve in the direction sought with a large enough effect; inconclusive = small, poorly fitted or top-dose-only effect, or another doubt; inactive = no such curve, though single readings can be large; an effect the other way counts as inactive or inconclusive. Potency is the fitted concentration of half-maximal effect.

SMILES	GLP1R cytotox	GLP-1R agonist	HT1080-NT tox	TDP-43 yeast inh	SW480 rereplic	GLP-1R inv ag	KB-3-1 cytotox	HT1080 IDH1KD tx	KB-V1 cytotox
Cc1c(C(=O)N2CCCCC2)c(S(=O)(=O)NCCc2ccc(S(N)(=O)=O)cc2)c(C)n1C	-6%	-2%	14%	3%	1%	8%	?	15%	?
CCOC(=O)c1sc(=NC(=O)c2cc(OC)c(OC)c(OC)c2)n(C)c1C	9%	-2%	21%	3%	2%	5%	-12%	13%	3%
Cc1nc(S(=O)(=O)N2CCOCC2)c(C#N)c(C)c1Cl	-1%	-4%	6%	13µM*	4%	31%[activator]	0%	0%	-10%
O=C(Nc1ccccc1C(=O)N/N=C/c1ccc(F)cc1)c1ccccc1Br	-14%	2%	5%	-15%	-10%	3%	0%	?	26µM*
O=C(c1ccc2snnc2c1)N1CCN(c2ccccn2)CC1	-5%	-7%	-1%	22%	-5%	0%	4%	-3%	?
CCNc1nc(NCC)n2c(SCC(=O)Nc3ccccc3F)nnc2n1	-2%	6%	-4%	-26%	85%	-2%	-5%	-4%	-6%
O=C(Nc1ccc(C2CC2(Cl)Cl)cc1)c1ccccc1Br (stereo not given)	-10%	16%	4%	-24%	2%	-8%	-16%	12%	18µM*
COc1ccc(NC(=O)CCSc2ccc(C)cc2)cc1S(=O)(=O)Nc1ccccc1Cl	1%	7%	-11%	-1%	?	?	0%	-10%	0%
CC(C)(C)c1csc(NC(=O)Cn2c(=O)oc3ccccc32)n1	2%	-1%	-6%	3%	-4%	?	-12%	-18%	-6%
COc1ccccc1C1NC(=O)CCC1[N+](=O)[O-] (stereo not given)	4%	5%	16%	14%	-10%	30%	8%	17%	0%
O=C(NNC1CC(=O)N(c2ccc(Br)cc2)C1=O)c1cccs1 (stereo not given)	-3%	-3%	0%	-9%	-3%	?	-4%	1%	14%
O=c1c(Cc2ccccc2)c(O)ccn1CCc1cnc[nH]1	4%	0%	8%	.	9%[1.84 µM]	1%	-4%	-1%	-2%
O=C(CCC(=O)N1CCN(c2ccc(F)cc2)CC1)N1CCN(c2ccc(F)cc2)CC1	-17%	-4%	-19%	0%	0%	7%	-4%	0%	?
CCOC(=O)c1ccccc1NC(=O)C1CCN(c2ncnc3sc(C)c(C)c23)CC1	-3%	10%	-5%	19%	-10%	21%	?	-6%	23µM*
O=C(CN1CCN(c2ccc([N+](=O)[O-])cc2)CC1)c1ccccc1	0%	-1%	-20%	-14%	-2%	2%	0%	-17%	0%

Gathered by group: the compounds so far containing an aryl thioether with sulfur outside any ring
SMILES	GLP1R cytotox	GLP-1R agonist	HT1080-NT tox	TDP-43 yeast inh	SW480 rereplic	GLP-1R inv ag	KB-3-1 cytotox	HT1080 IDH1KD tx	KB-V1 cytotox
CCNc1nc(NCC)n2c(SCC(=O)Nc3ccccc3F)nnc2n1	-2%	6%	-4%	-26%	85%	-2%	-5%	-4%	-6%
COc1ccc(NC(=O)CCSc2ccc(C)cc2)cc1S(=O)(=O)Nc1ccccc1Cl	1%	7%	-11%	-1%	?	?	0%	-10%	0%

(next part)
SMILES	GLP1R cytotox	GLP-1R agonist	HT1080-NT tox	TDP-43 yeast inh	SW480 rereplic	GLP-1R inv ag	KB-3-1 cytotox	HT1080 IDH1KD tx	KB-V1 cytotox
O=C1CN(C(=O)CSc2nncn2-c2ccccc2)c2ccccc2N1	2%	-1%	2%	21%	1%	0%	6%	3%	0%
Cc1ccc(NC(=O)CN(C)C(=O)Cc2ccccc2F)cc1	5%	15%	-8%	-2%	-6%	-21%	0%	10%	?
O=C(CCc1ccccc1)NCC(c1ccco1)N1CCc2ccccc21 (stereo not given)	3%	16%	6.5µM*	12%	18µM*	?	3.7µM*	5.2µM*	7.3µM*
COc1ccc(OC)c(NC(=O)c2c(NCc3cccs3)sc3c2CCCCC3)c1	-1%	.	.	25%[9.22 µM]	.	-9%	1%	.	-3%
O=C1CCN(CCc2ccccc2)CCN1[C@H](CSc1ccccc1)c1ccccc1	7%	-3%	-8%	1%	2%	?	?	3%	?
O=c1oc2ccc(Br)cc2cc1S(=O)(=O)c1ccc(F)cc1	348%[activator]	-2%	?	11%	28%	2%	29µM*	15µM*	?
Cc1cccc(NC(=O)Cn2cc(C(=O)C3CCCCC3)c3ccccc32)c1	-5%	.	.	12%	.	-5%	1%	.	2%
O=C(Nc1c(Cl)cccc1Cl)c1cc(-c2ccc3c(c2)OCO3)on1	1%	.	.	33%	.	12%	5%	.	?
CCOC(=O)CSc1nc2ccccc2c(=O)n1NC(=O)c1ccccc1	5%	-14%	-26%	29%	1%	0%	8%	-25%	?
CC(C)(C)NC(=O)NC(=O)Cn1ccsc1=N	-15%	1%	?	-17%	-7%	19%	11%	15%	?
CC(NC(=O)Cc1ccccc1)C(=O)O (stereo not given)	-25%	-6%	0%	-7%	4%	-9%	5%	8%	-7%
CCOc1ccc(S(=O)(=O)N2CCN(C(=O)COc3ccc(Br)cc3)CC2)cc1	-7%	-7%	0%	?	-3%	?	?	?	-15%
CCOc1ccc(-c2cc(C(=O)NCc3ccccc3Cl)c3ccccc3n2)cc1	-5%	.	.	17%	.	-3%	3%	.	12%
CCc1sc(NC(=O)CCC(=O)O)nc1-c1cc2ccccc2oc1=O	-3%	-1%	0%	0%	-33%[inhibitor]	-4%	4%	9%	13%
c1ccc(OCc2noc(CN3CCC(C4CCCCC4)C3)n2)cc1 (stereo not given)	7%	9%	-5%	6%	-3%	?	0%	-2%	16%

Among those listed so far, these contain a Cl atom.
SMILES	GLP1R cytotox	GLP-1R agonist	HT1080-NT tox	TDP-43 yeast inh	SW480 rereplic	GLP-1R inv ag	KB-3-1 cytotox	HT1080 IDH1KD tx	KB-V1 cytotox
Cc1nc(S(=O)(=O)N2CCOCC2)c(C#N)c(C)c1Cl	-1%	-4%	6%	13µM*	4%	31%[activator]	0%	0%	-10%
O=C(Nc1ccc(C2CC2(Cl)Cl)cc1)c1ccccc1Br (stereo not given)	-10%	16%	4%	-24%	2%	-8%	-16%	12%	18µM*
COc1ccc(NC(=O)CCSc2ccc(C)cc2)cc1S(=O)(=O)Nc1ccccc1Cl	1%	7%	-11%	-1%	?	?	0%	-10%	0%
O=C(Nc1c(Cl)cccc1Cl)c1cc(-c2ccc3c(c2)OCO3)on1	1%	.	.	33%	.	12%	5%	.	?
CCOc1ccc(-c2cc(C(=O)NCc3ccccc3Cl)c3ccccc3n2)cc1	-5%	.	.	17%	.	-3%	3%	.	12%

The listing continues:
SMILES	GLP1R cytotox	GLP-1R agonist	HT1080-NT tox	TDP-43 yeast inh	SW480 rereplic	GLP-1R inv ag	KB-3-1 cytotox	HT1080 IDH1KD tx	KB-V1 cytotox
COc1cccc(C(=O)Nc2ccc(F)cc2F)c1	2%	11%	16%	11%	-10%	0%	1%	-12%	-9%
Cc1ccc(C(=O)Nc2nc3ccc(S(C)(=O)=O)cc3s2)o1	-3%	-6%	21µM*	-38%[inhibitor]	-6%	-24%	0%	?	-3%
Cc1cc(OCc2ccc(C(=O)n3cccn3)o2)ccc1Cl	-14%	0%	4%	?	-3%	?	-2%	0%	21%
Cc1onc(-c2ccccc2Cl)c1C(=O)NCc1ccc(F)cc1	-7%	-4%	6%	3%	-5%	?	-2%	5%	18%
COc1ccc(C2=NOC(Cn3nc(C(=O)NCc4ccc5c(c4)OCO5)cc3-c3ccccc3)C2)cc1 (stereo not given)	-19%	-5%	-1%	17%	-20%[9.22 µM]	?	-9%	0%	-3%
CC(C)(C)OC(=O)CNC(=O)c1nc[nH]c1C(=O)N1CCN(c2ccccc2)CC1	-13%	0%	17%	11%	-9%	17%	17%	11%	5%
CCCCn1c(N)c(N(CC(C)C)C(=O)C2CCN(S(=O)(=O)c3ccc(OCC)cc3)CC2)c(=O)[nH]c1=O	-4%	2%	-7%	-19%	15%	7%	0%	-20%	26%
COc1ccc(C/C(N)=N/n2cnnc2)cc1Cl	5%	0%	-1%	-1%	5%	2%	7%	0%	20%
O=C(NC1(C(F)(F)F)C(=O)Nc2c1c(=O)[nH]c(=O)n2-c1ccccc1)c1ccncc1 (stereo not given)	-2%	-7%	1%	0%	-7%	-11%	17%	0%	19%
CCN(CC)C(=O)Cn1cc(S(=O)(=O)CC(=O)N2CCCCCC2)c2ccccc21	-14%	5%	-5%	1%	2%	4%	-1%	-1%	-4%
O=C(Cc1c(F)cccc1Cl)Nc1ccc(S(=O)(=O)Nc2nccs2)cc1	-2%	10%	-7%	3%	-1%	9%	2%	-8%	0%
COc1cc(S(=O)(=O)N2CCN(C(=O)c3ccccc3)CC2)c(OC)cc1Br	7%	-2%	-2%	4%	-93%[inhibitor]	-10%	-4%	-4%	?
CCOC(=O)c1nn(-c2ccc(Cl)cc2)c2nnc(Cc3ccccc3)c(=O)n12	-10%	-18%	13%	-14%	?	-24%	13%	5%	-18%
O=S(=O)(Nc1cccnc1Cl)c1ccc(F)cc1	-5%	1%	6%	-14%	-10%	-10%	-1%	2%	-4%

Bioassay records as filed in PubChem.
